Source: PubChem (several laboratories)
FLuc inh counter = firefly luciferase enzyme inhibitors, primary screen, artefact control for luciferase-based inhibitor screens, biochemical, luminescence, ATPLite. 10 min. inhibition, % at 10 µM. Luciferin 4-monooxygenase (Photinus pyralis), P08659. 200,000 tested, 1.5% active. AID 1006, 2008;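 active = inhibition above about 50% when tested at 10 µM, limit read from the data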
Target sequence (P08659 whole entry, looked up): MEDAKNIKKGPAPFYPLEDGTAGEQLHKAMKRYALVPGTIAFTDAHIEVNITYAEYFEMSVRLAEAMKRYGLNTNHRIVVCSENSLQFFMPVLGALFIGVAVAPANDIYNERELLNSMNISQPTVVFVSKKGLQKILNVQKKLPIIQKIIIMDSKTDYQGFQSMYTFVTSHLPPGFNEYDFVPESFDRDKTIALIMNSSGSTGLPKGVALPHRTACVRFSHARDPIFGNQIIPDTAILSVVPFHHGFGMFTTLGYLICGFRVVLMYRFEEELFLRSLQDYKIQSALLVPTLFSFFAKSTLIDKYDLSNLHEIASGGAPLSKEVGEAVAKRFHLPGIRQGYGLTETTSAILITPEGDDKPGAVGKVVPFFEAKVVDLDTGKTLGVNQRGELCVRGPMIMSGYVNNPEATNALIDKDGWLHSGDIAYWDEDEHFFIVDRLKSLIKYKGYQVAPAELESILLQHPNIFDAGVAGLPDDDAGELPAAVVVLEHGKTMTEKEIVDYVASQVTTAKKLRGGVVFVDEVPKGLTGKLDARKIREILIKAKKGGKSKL
APP 5UTR inh = inhibitors of APP translation via 5'UTR reporter, primary screen, APP 5'UTR luciferase, SH-SY5Y cells; SH-SY5Y APP 5'UTR-luciferase reporter, luminescence; 190,000 tested, 0.82% active; inhibition, % at 2 µM;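 active = inhibition above a set limit, derived from the sample mean plus 3 SD, cut at about 45% in these data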; note: values of inactives mirror those of a sister screen read the other way
Diaph act CS = compounds boosting diaphorase resazurin reduction – biochemical, uHTS, resorufin fluorescence, counter-screen for diaphorase-coupled primary assays, primary screen; AID 1229, 2008; activation factor at 20 µM; Diaphorase/resazurin coupled assay, 16 min; hits give high values; 1 = vehicle wells, 0 = NADH-free wells; 190,000 tested, 0.005% active;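 active = diaphorase activity raised at least twofold by the compound at 20 µM; inactive = activation factor below 2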
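Material: bacterial diaphorase enzyme (C. kluyveri); amount: enzyme 0.07 U/mL final; reagent: NADH substrate 0.114 mM plus resazurin dye 0.1 mM, final; doses: single compound dose of 20 µM, 1% DMSO final; timing: 16 min enzyme reaction, ambient temperature; measured by: fluorescence of resorufin, 544 nm excitation, 590 nm emission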
STAT1 act = STAT1 signaling activators, primary screen, cell-based, HTS, luciferase reporter. NIH 3T3 STAT1-luciferase reporter, IFN-gamma, luminescence; 100% = IFN-gamma alone, no compound. activation (% of control), % at 5.5 µM. 200,000 tested, 2.6% active;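 active = activation above the screen-wide mean activation plus 3 SD, cut at about 130% in these data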;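 note: raw ratio to IFN-gamma control signal so 100% means no change and 0% no light; values of inactives mirror those of a sister screen read the other way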
APP 5'UTR act = activators of APP 5'UTR luciferase reporter, primary screen, SH-SY5Y cells; activation, % at 2 µM; 190,000 tested, 1% active; SH-SY5Y APP 5'UTR luciferase reporter, luminescence; zero percent = DMSO vehicle wells; AID 1276, 2008;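 active = activation above a set limit, based on mean plus 3 SD of controls, cut at about 140% in these data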; note: values of inactives mirror those of a sister screen read the other way
FLuc stim CS = FLuc activators, initial screening, artefact control for FLuc-dependent activation tests, biochemical, ATPlite luminescence; 200,000 tested, under 10 active; ATPlite luciferase biochemical, 10 min; 0 = ATP-free wells, 1 = DMSO control; AID 1027, 2008; activation factor at 10 µM;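 active = luciferase activation factor, scaled between plate controls, of at least 2 with compound at 10 µM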
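assay system = Luciferase/luciferin detection reagent, cell-free biochemical luciferase assay | also added = ATP substrate | times = 10 min post-reagent at room temperature | measured by = luminescence from luciferase reaction | measure = luciferase activation, seen as luminescence increase over controls | benchmarks = low control with PBS replacing ATP, high control enzyme plus ATP without compound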
G6PDH CS = L. mesenteroides G6PDH inhibitors, counter-screen for G6PDH-coupled screening assays, biochemical, Leuconostoc mesenteroides enzyme; 200,000 tested, 0.12% active; glucose-6-phosphate dehydrogenase [Leuconostoc mesenteroides]; inhibition, % at 5 µM; Purified L. mesenteroides G6PDH, diaphorase/resazurin coupled fluorescence, 45 min; AID 1020, 2008; in the data active = inhibition above about 50%
TLR4-MyD88 BLA = inhibitors of TLR4-MyD88 association in cells, primary screen, cell-based, HeLa CL3-4, BLA complementation, FRET ratio | HeLa CL3-4 TLR4/MyD88 BLA complementation | inhibition, % at 8.4 µM | 200,000 tested, 0.18% active | Toll-like receptor 4 (Homo sapiens) + Myeloid differentiation primary response protein …; in the data active = inhibition above about 25%;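 note: 0% = vehicle and 100% = reference inhibitor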
NF-kB neuron act = activators of NF-kB expression in neurons, primary screen, cell-based, HTS. human neuronal cells, NF-kB reporter expression; hits give high values. fold change at 12.5 µM. 190,000 tested, 1.6% active; in the data active = fold change above about 3.3
Diaphorase inh = diaphorase inhibitors and chemical oxidizers, primary screen, counter-screen for diaphorase-coupled primary assays, biochemical, uHTS, resorufin fluorescence. diaphorase resazurin-to-resorufin fluorescence, NADH, 16 min; bacterial (C. kluyveri) enzyme, not human. inhibition, % at 20 µM. 190,000 tested, 0.69% active. AID 1217, 2008;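 active = primary screen inhibition at 20 µM above a set limit, cut at about 50% in these data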;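 note: plate controls were DMSO with full reaction for no effect and wells lacking NADH for full effect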
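Test system: bacterial diaphorase enzyme (C. kluyveri); Quantity: 0.14 U/mL diaphorase, enzyme working solution; Times: reaction incubation of 16 min at room temperature; Measured by: fluorescence of resorufin formed from resazurin, Ex 544/Em 590 nm; Benchmarks: positive control minus NADH, DMSO neutral control.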
* hit, by the source's call; . = no result given. Compounds as they come, and some 5.6% of all compounds hit somewhere here.

smiles	TLR4-MyD88 BLA	STAT1 act	Diaphorase inh	NF-kB neuron act	APP 5'UTR act	APP 5UTR inh	FLuc inh counter	FLuc stim CS	Diaph act CS	G6PDH CS
CCN(CC)S(=O)(=O)c1csc(C(=O)Nc2ccccn2)c1	-0.6	104.2	0.4	1.51	6.6	-6.6	-3.1	1	1	-3.6
Nc1[nH]nc2nc(NCc3ccccc3)c3c(c12)CCN(Cc1ccccc1)C3	10.2	111.3	5.5	4.29*	1.8	-1.8	-3.2	1	0.9	0.6
Cc1ccc(C)c(OCCn2cc(C(=O)O)c3ccccc32)c1	-13.0	97.2	-0.6	1.27	10.8	-10.8	-2.5	1	1	8.6
Cc1cccc(C)c1NC1=NC(=S)N(c2ccc(N(C)C)cc2)C1(C)C	-16.0	94.1	3.8	0.95	-12.1	12.1	-8.9	1.1	1	8.8
COc1cc(C2N=C(c3ccccc3)NO2)cc(Br)c1O (stereo unspecified)	0.8	102.2	10.8	1.33	30.5	-30.5	-1.0	1	0.9	-7.1
Cc1ccc(S(=O)(=O)N2CCN(C(=O)c3ccc(Cl)nc3)CC2)cc1	0.9	98.0	13.6	1.21	11.6	-11.6	-2.3	1	0.9	4.2
Oc1ccc(Br)cc1C=Nc1ccc(Cl)cc1	1.0	98.5	5.8	1.17	19.8	-19.8	-7.3	1.1	0.9	6.2
c1cc2c(cc1C1CCCCC1)c1c3n2CCCNC3CCC1 (stereo unspecified)	16.3	102.1	-16.8	3.27	-33.0	33.0	0.1	1	1.2	-7.6
CC[n+]1c(C)cc(C)n1-c1ccccc1	7.5	94.4	6.5	0.9	-5.2	5.2	-3.9	1	0.9	-1.5
COc1ccc2nc(C)cc(SCC(=O)NNC(=O)COc3ccccc3)c2c1	6.2	109.1	4.4	0.89	0.2	-0.2	-6.9	1.1	1	4.8
CN(C(=O)COC(=O)c1ccc2c(=O)n3c(nc2c1)CCC3)c1ccccc1	4.0	83.7	15.2	1.02	7.0	-7.1	-2.3	1	0.8	9.3
COC(=O)c1ccsc1NC(=O)c1ccccc1	3.9	108.8	-5.1	1.14	-12.3	12.3	-3.2	1	1.1	-3.0
CCOc1cc(CO)cc(Br)c1OCC(N)=O	11.9	96.6	9.4	1.27	-4.5	4.5	-8.0	1.1	0.9	11.3
Cc1ccc(-n2cc[nH]c2=S)cc1C	-2.6	97.4	18.1	1.2	10.1	-10.1	5.7	0.9	0.8	-17.4
COC(=O)[C@@H]1C[C@H]1[C@@H](NS(=O)(=O)c1ccccc1)c1ccccc1	-9.8	95.9	15.9	1.24	11.6	-11.6	-4.4	1	0.8	13.1
CC(=O)c1ccc(NC(=O)C(C)N(C)CC(=O)Nc2ccc(N3CCOCC3)cc2)cc1 (stereo unspecified)	5.8	109.4	2.3	0.99	-1.2	1.2	-0.5	1	1	6.7
CCc1cccc(NC(=O)c2snc3c(=O)[nH]cnc23)c1	-8.3	97.7	17.6	1.35	16.7	-16.7	-2.0	1	0.8	3.8
O=C(Nc1cc2c(ccc3ccccc32)oc1=O)C1CCCCC1	3.2	96.3	10.5	1.09	1.7	-1.7	-4.8	1	0.9	-1.0
O=C(Nc1nnc(SCc2ccc(F)cc2)s1)c1ccco1	15.6	109.7	9.9	1.13	3.6	-3.6	-2.5	1	0.9	1.6
COc1ccc(Cc2nnc(N)s2)cc1	-3.4	96.8	-17.5	1.05	-4.1	4.1	-3.6	1	1.2	17.5
CNCCOCC(O)CSc1ccccc1 (stereo unspecified)	5.0	97.8	10.0	0.81	10.4	-10.4	-5.5	1.1	0.9	4.0
Cc1cc(NC(=O)COc2cccnc2[N+](=O)[O-])no1	9.1	100.3	9.1	1.34	-1.6	1.6	-3.9	1	0.9	14.6
COc1ccc(N(CC(=O)Nc2ccccc2C)S(=O)(=O)c2ccccc2[N+](=O)[O-])c(OC)c1	12.5	92.3	.	0.95	7.7	-7.7	-7.1	1.1	.	8.5
COc1ccc(C(=O)Nc2cc([N+](=O)[O-])ccc2N2CCCC2)cc1	2.5	97.5	23.2	1.01	3.3	-3.3	-0.6	1	0.8	5.1
COC(=O)c1nc(NC(=O)c2ccccc2Cl)n[nH]1	8.3	106.6	-3.7	0.86	0.1	-0.1	0.7	1	1	-2.4
CS(=O)(=O)Nc1ccc(C(=O)N2CCN(c3ccccc3)CC2)cc1	-10.4	95.6	7.3	0.9	-0.8	0.8	-7.3	1.1	0.9	4.2
CC1(C)CC(=O)C2=C(C1)OC(N)=C(C#N)[C@@]21C(=O)N(CC(N)=O)c2ccccc21	1.2	95.7	7.2	1.16	6.5	-6.5	-2.9	1	0.9	-0.4
Cc1cc(C(=O)O)ccc1-c1ccc(CO)o1	-10.3	98.8	5.6	1.37	-2.3	2.3	-1.2	1	0.9	4.8
CC1CCCC(NC(=O)COC(=O)[C@@H](NC(=O)c2ccco2)C(C)C)C1C (stereo partly specified)	-3.1	86.0	4.3	1.09	-19.5	19.5	-1.2	1	1	10.0
COc1ccc(CCNC(=O)COC(=O)c2ccc(N3CCCC3=O)cc2)cc1OC	-4.8	98.0	6.9	1	7.0	-7.0	-5.9	1.1	0.9	-2.6
COc1ccc(NC(=O)N2CCCC2)cc1OC	-11.4	93.8	-17.3	1.32	0.1	-0.1	5.6	0.9	1.2	1.0
CCOC(=O)c1c(C)nc2ncccn12	2.3	98.4	11.8	1.13	-7.2	7.2	-2.2	1	0.9	-1.9
Cc1ccc([N+](=O)[O-])c(OCCCNCC(C)O)c1 (stereo unspecified)	12.2	100.6	0.5	0.94	-6.1	6.1	-0.6	1	1	5.0
O=C/C(=C\Nc1ccc(Cl)cn1)c1nc2ccccc2o1	6.6	93.6	8.2	1.36	.	4.3	3.0	1	0.9	5.0
COC(=O)/C(=C\c1ccc(O)cc1)c1nc2ccccc2[nH]1	-7.9	125.0	5.1	1.26	29.7	-29.7	-2.7	1	0.9	6.0
COc1ccccc1CNC(=O)c1ccc(-c2ccccc2Cl)o1	-0.8	103.4	9.9	1.24	0.6	-0.6	0.2	1	0.9	10.4
O=C(CCC(=O)OCC(=O)c1cccc([N+](=O)[O-])c1)Nc1cccc(Cl)c1Cl	-5.6	104.3	7.6	1.02	9.8	-9.8	-3.3	1	0.9	3.9
Cn1c(SCC(=O)N(Cc2ccccc2)C(C)(C)C)nc2ccccc21	4.3	102.5	15.5	0.99	4.8	-4.8	-3.7	1	0.8	2.9
CCOc1ccccc1N(CC(=O)Nc1ccc(S(=O)(=O)N2CCOCC2)cc1)S(=O)(=O)c1ccc(Cl)cc1	12.3	100.1	16.7	1.32	6.8	-6.8	-7.9	1.1	0.8	-3.3
O=C(Cc1cccc2ccccc12)N/N=C/c1ccc(O)c([N+](=O)[O-])c1	-1.8	96.9	19.7	1.2	24.5	-24.5	-1.8	1	0.8	6.0
COc1ccc(C(=O)Cn2nnc(-c3ccccc3NC(=O)c3ccco3)n2)cc1	1.3	90.8	24.4	0.38	-1.4	1.4	-3.1	1	0.8	8.4
Cc1ccsc1/C=N/NC(=O)Cc1cccn1C	8.7	105.5	16.8	1.21	-13.3	13.3	-3.3	1	0.8	0.9
O=C(NCC1CCCO1)c1onc(CSc2ccc(F)c(F)c2)c1C(=O)O (stereo unspecified)	12.2	100.5	9.1	1.38	10.8	-10.8	-4.9	1	0.9	3.0
Cc1ccc(OCCCCn2ccnc2)c([N+](=O)[O-])c1	-0.4	90.8	4.2	1.1	-0.1	0.1	2.1	1	1	13.4
COc1ccc(NC(=O)CCS(=O)(=O)c2ccc3c(c2)CCCN3C(C)=O)cc1	1.3	94.9	15.2	1.27	7.0	-7.0	0.8	1	0.8	5.1
CN(C)S(=O)(=O)c1cccc(NC(=O)COC(=O)C2(c3ccccc3F)CCCC2)c1	-6.3	93.7	16.9	0.48	-3.1	3.1	-3.0	1	0.8	-2.9
O=C1CC(N2CCOCC2)C(=O)N1CCN1C(=O)CC(N2CCOCC2)C1=O (stereo unspecified)	-3.8	100.3	0.8	1.27	27.0	-27.0	-2.9	1	1	3.3

Arranged by formula weight (rising): part of the list above
smiles	TLR4-MyD88 BLA	STAT1 act	Diaphorase inh	NF-kB neuron act	APP 5'UTR act	APP 5UTR inh	FLuc inh counter	FLuc stim CS	Diaph act CS	G6PDH CS
Cc1ccc([N+](=O)[O-])c(OCCCNCC(C)O)c1 (stereo unspecified)	12.2	100.6	0.5	0.94	-6.1	6.1	-0.6	1	1	5.0
Cc1ccc(OCCCCn2ccnc2)c([N+](=O)[O-])c1	-0.4	90.8	4.2	1.1	-0.1	0.1	2.1	1	1	13.4
O=C/C(=C\Nc1ccc(Cl)cn1)c1nc2ccccc2o1	6.6	93.6	8.2	1.36	.	4.3	3.0	1	0.9	5.0
